PKM2 activator – increases activity of human pyruvate kinase M2. Potency, µM (doses to about 57.5 µM), for inactives: at the highest dose activation, hits mostly activators. hit rate 0.34% among 260,000. purified PKM2, Kinase-Glo ATP luminescence, activation; response scale: 0% is enzyme alone, no compound; note: potency is the fitted concentration of half-maximal effect; % is set by controls: 0 for no effect and ±100 for the full control effect; nearly all actives have a fitted effect of over 55% in size
Target sequence (P14618 whole entry, looked up): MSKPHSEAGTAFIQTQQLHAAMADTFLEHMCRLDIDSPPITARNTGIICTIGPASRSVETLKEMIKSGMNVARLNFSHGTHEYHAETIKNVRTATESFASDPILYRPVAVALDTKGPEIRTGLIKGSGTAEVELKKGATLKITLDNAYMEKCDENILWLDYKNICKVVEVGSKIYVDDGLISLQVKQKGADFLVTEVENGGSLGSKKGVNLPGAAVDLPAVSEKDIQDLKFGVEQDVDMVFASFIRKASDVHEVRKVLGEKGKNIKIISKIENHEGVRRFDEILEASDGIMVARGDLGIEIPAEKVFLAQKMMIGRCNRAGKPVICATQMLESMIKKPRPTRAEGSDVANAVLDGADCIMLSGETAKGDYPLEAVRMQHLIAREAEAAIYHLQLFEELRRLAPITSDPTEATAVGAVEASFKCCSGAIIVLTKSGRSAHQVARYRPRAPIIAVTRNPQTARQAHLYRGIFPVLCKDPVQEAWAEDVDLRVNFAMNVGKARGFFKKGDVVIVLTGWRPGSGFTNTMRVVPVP
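Kinase-Glo luminescence reports ATP generated from ADP (0.1 mM) and PEP (0.5 mM) by purified hPK-M2 after 1 h at room temperature, pH 7.2 imidazole buffer; intermediate enzyme activity allows detecting inhibitors and activators.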
Menin MLL FP TR – inhibitors of human menin-MLL interaction, mutant MLL peptide. Potency, µM (top dose mostly 61.6 µM), for inactives: top-dose FP activity change, negative = inhibition, hits mostly inhibitors. Menin + Texas Red MLL mutant peptide, fluorescence polarization. hit rate 0.23% among 270,000. O00255. AID 1768; active = well fitted inhibition curve with a large enough effect in the polarisation, with a control signal flat, not every such curve was filed as active; inconclusive = small, poorly fitted or top-dose-only effect, or effect the other way, or a change in a side signal; inactive = no such curve, though single readings can be large or run the other way; the % refers to the polarisation; note: potency is the fitted concentration of half-maximal effect; % of control where 0% means no effect; many of its hits are not listed in these tables
GALK inhibitor – galactokinase (human) inhibition. P51570. Potency, µM (top dose mostly 57.5 µM), inactives show at the highest dose activity change, negative = inhibition, most hits filed as inhibitors. hit rate 0.007% among 270,000. Purified GALK, Kinase-Glo residual ATP luminescence; note: potency is the fitted concentration of half-maximal effect; % is set by controls: 0 for no effect and ±100 for the full control effect
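Luminescence from leftover ATP (Ultra-Glo luciferase/luciferin) served as read-out after a 1 h room-temperature reaction of 5 nM GALK with 35 uM ATP and 100 uM galactose.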
MLL CXXC-DNA inh – blocks binding of human MLL CXXC domain to DNA. Q03164. hit rate 0.037% among 290,000. Potency, µM (doses to about 115 µM), for inactives: top-dose activity change, negative = inhibition, most hits filed as inhibitors. MLL-CXXC / FITC-HOXA9 DNA fluorescence polarization; active = well fitted inhibition curve with a large enough effect in the polarisation, with a control signal flat, not every such curve was filed as active; inconclusive = small, poorly fitted or top-dose-only effect, or effect the other way, or a change in a side signal; inactive = no such curve, though single readings can be large or run the other way; the % refers to the polarisation; note: potency is the fitted concentration of half-maximal effect
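Steps: dispense CXXC domain solution (7 uM) → pin compounds or unlabeled HOX-A9 DNA control → 5 min ambient → add FLSN-HOX-A9 solution (50 nM) → spin → 30 min ambient → fluorescence polarization. Tris pH 7.5/NaCl/DTT/BSA buffer.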
KCNH2 WT inh – inhibitors of human wildtype KCNH2 potassium channel. Q12809. U2OS, BacMam KCNH2, thallium flux FluxOr; stronger effect = lower value. activity change, % at 1.84 µM. hit rate 0.37% among 340,000. AID 720551;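 active = maximum activity change below -70%; inconclusive = maximum activity change between -70% and -50%; inactive = maximum activity change above -50%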; note: % is set by controls: 0 for no effect and ±100 for the full control effect
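U2OS cells were transduced with wild-type KCNH2 virus (2.03 x 10^8 / mL) for 4 h at room temperature, then cultured overnight at 37 C. Thallium flux was read with FluxOr dye. Rate constants were normalized to DMSO controls.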
B2AR arrestin – agonists driving beta-arrestin recruitment to human beta2-adrenergic receptor; P07550; beta-arrestin recruitment to beta2AR, cell-based reporter; Potency, µM (titrated, usually from 46.1 µM), without a hit: at the highest dose activation, actives largely listed as activators; hit rate 0.02% among 330,000; AID 492947;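 note: potency is the fitted concentration of half-maximal effect; 0% = DMSO controls and full agonism = EC100 isoproterenol or metaproterenol; nearly all actives have a fitted effect of over 65% in size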
Target sequence (P07550 whole entry, looked up): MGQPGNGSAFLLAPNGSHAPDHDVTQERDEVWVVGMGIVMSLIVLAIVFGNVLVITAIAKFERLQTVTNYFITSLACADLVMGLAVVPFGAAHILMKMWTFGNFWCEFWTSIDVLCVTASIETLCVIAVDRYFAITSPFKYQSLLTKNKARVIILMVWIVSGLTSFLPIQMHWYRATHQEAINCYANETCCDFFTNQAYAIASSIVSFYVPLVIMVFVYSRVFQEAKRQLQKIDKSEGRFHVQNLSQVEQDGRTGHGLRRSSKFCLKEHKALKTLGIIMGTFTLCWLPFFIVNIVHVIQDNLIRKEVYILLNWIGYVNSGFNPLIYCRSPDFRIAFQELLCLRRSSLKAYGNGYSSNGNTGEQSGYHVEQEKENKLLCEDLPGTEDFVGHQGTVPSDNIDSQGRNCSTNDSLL
USP2a block – blocks human ubiquitin-specific protease USP2a; O75604; USP2 core, Ub-CHOP2 coupled fluorogenic reporter, 485/531; Potency, µM (highest dose often 38.3 µM), inactives show at the highest dose activity change, negative = inhibition, usual class: inhibitors; hit rate 0.01% among 330,000; AID 463254;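 note: potency is the fitted concentration of half-maximal effect; plate controls were DMSO wells for no effect and full inhibition by NEM control for full effect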
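Deubiquitinase activity read as fluorescence (485/531 nm) after Ub-CHOP2 cleavage activates the enterokinase reporter on its substrate; USP2 core 10nM, Ub-CHOP2 and substrate 25nM each, 30min compound preincubation then 60min RT; data normalized to NEM, curves fitted.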
TRPV1 agonist – human TRPV1 agonism; Q8NER1; TRPV1-expressing cells, Fluo-8 calcium influx, agonist mode; activation, % at 8.33 µM; hit rate 0.19% among 320,000; in the data active = activation above about 80%; inconclusive = between about 30% and that limit; note: 0% is about no effect
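Fluo-8 calcium influx in TRPV1-expressing cells, kinetic read (ex 480/em 520 nm). Compound added and read 3 min for agonist activity, followed by capsaicin at EC20 final and 2 min further read for enhancement.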
Giardia killer – kills Giardia lamblia | Giardia lamblia trophozoite viability | activity change, % at 7.66 µM, hits read low | hit rate 0.15% among 340,000 | AID 540267; in the data active = activity change below about -80%; inconclusive = between about -30% and that limit;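 note: parasites exposed to compound for two days anaerobically before the ATP read; % is set by controls: 0 for no effect and ±100 for the full control effect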
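Compounds were tested on trophozoites seeded at 100 cells/well and held 48 hrs at 37 deg C anaerobically. An ATP-based luminescent kit measured the remaining live cells.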
FBPA coupling cs – coupling enzyme interference in Giardia aldolase counter-screen. coupling enzyme system counterscreen, AmpLite Red fluorescence. activity change, negative = inhibition, % at 58.2 µM, hits read low. hit rate 0.67% among 290,000. AID 2472; in the data active = activity change below about -30%; note: % is set by controls: 0 for no effect and ±100 for the full control effect
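Compounds tested against the coupling enzymes alone at 57.5 uM final; readout was AmpLite Red fluorescence (525/598 nm) after 20 min at RT.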
KCNH2 3.1 block – blocks the human KCNH2 3.1 channel isoform; AID 720553; U2OS KCNH2 3.1, thallium flux FluxOr; stronger effect = lower value; activity change, % (tested at about 1.8 µM); hit rate 0.95% among 340,000;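 active = maximum activity change below -70%; inconclusive = maximum activity change from -70% to -50%; inactive = maximum activity change above -50%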;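 note: thallium influx rate constant from kinetic fluorescence after stimulation buffer; % is set by controls: 0 for no effect and ±100 for the full control effect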
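Measured as rate of thallium-driven FluxOr signal in transduced U2OS cells carrying the 3.1 channel, read kinetically for 2 min upon stimulation; values are rate constants scaled to DMSO control wells.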
An asterisk follows results filed as active; ? = inconclusive; . = no result given. Unless noted, calls come from the whole dose curve; as a rule, active = well fitted curve in the direction sought with a large enough effect; inconclusive = small, poorly fitted or top-dose-only effect, or another doubt; inactive = no such curve, though single readings can be large; an effect the other way counts as inactive or inconclusive.

Compound	KCNH2 WT inh	KCNH2 3.1 block	Menin MLL FP TR	USP2a block	Giardia killer	MLL CXXC-DNA inh	PKM2 activator	TRPV1 agonist	FBPA coupling cs	GALK inhibitor	B2AR arrestin
COc1ccc(NC(=O)CCNS(=O)(=O)c2ccc(Br)s2)cc1	-10	-11	.	0%	24	0%	3%	.	-3	0%	-0.1%
Cc1ccc(C)n1NC(=O)c1ccccc1[N+](=O)[O-]	5	-2	10%	0%	4	3%	24%	5	0	1%	-0.2%
Cn1c(N)c(C(=O)COC(=O)C2CCCCC2)c(=O)n(C)c1=O	-3	13	2%	0%	11	14%	-2%	?	1	2%	0.3%
COc1ccc(S(=O)(=O)N/N=C(/C)c2ccncc2)cc1	-9	3	-8%	0%	15	0%	3%	1	0	-2%	-0.9%
COc1cc(/C=c2\sc3nc(=O)c(-c4ccccc4)nn3c2=O)ccc1OCCC(C)C	3	5	-20%	?	5	?	1%	-7	0	0%	0.1%
COc1ccc(OC)c(-c2nc3c(C)n[nH]c(=O)c3[nH]2)c1	-4	24	-24%	-1%	19	7%	-5%	2	0	0%	-0.2%
C#CCSc1nnc(-c2ccc(C)cc2)o1	-15	-8	7%	4%	9	4%	8%	23	1	-1%	0.4%
COc1cc(C(=O)c2ccccc2)c([N+](=O)[O-])cc1OC	-3	5	.	-1%	-3	2%	1%	-2	1	-2%	0.1%
CCOc1cccc2cc(C(=O)Nc3nccs3)c(=O)oc12	1	4	3%	-1%	1	2%	-5%	-2	1	-1%	-0.3%
CCOC(=O)C1=CN(Cc2cccc(Br)c2)S(=O)(=O)N(C)C1C (stereo unspecified)	3	-1	.	-5%	6	.	.	.	.	.	-0.7%
CN(C)S(=O)(=O)c1cccc(NC(=O)COC(=O)c2cccnc2Cl)c1	-5	17	.	2%	12	.	.	.	.	.	-0.5%
O=C1C=CC(=O)N1	1	-4	.	0%	-13	.	.	-1	.	.	0.0%
COc1ccc(-c2cc(C(=O)OCc3ccccn3)c3ccccc3n2)cc1	-1	-4	.	-6%	-5	-6%	.	18	0	-1%	-0.7%
CC(=O)NC1C(=O)N(CCc2ccccc2)c2ccc(Br)cc21 (stereo unspecified)	-6	-4	1%	-8%	8	4%	3%	3	-5	1%	1.1%
COc1ccc(Cn2c(C)c(C)c(C#N)c2NC(=O)Nc2ccc(F)cc2)cc1	-10	-18	-16%	3%	22	4%	0%	4	-5	-3%	0.1%
CCCCCC(=O)Nc1cccc(C2=NOC3(C2)C[C@@H](C(N)=O)N(C(=O)c2ccc(OC)cc2)C3)c1 (stereo partly specified)	.	.	.	0%	-1	1%	3%	-1	4	4%	-1.0%
Cc1ccc(-c2ccc(=O)n(CC(=O)NCC3COCCO3)n2)cc1 (stereo unspecified)	0	-4	.	1%	23	-1%	.	-2	4	6%	-0.8%
CC(C)c1ccc(S(=O)(=O)N2CCN(C(=O)CN3C(=O)NC4(CCCC4)C3=O)CC2)cc1	36	12	-10%	0%	3	-13%	5%	3	3	5%	-0.5%
COC(=O)C1=C(C)N(Cc2ccccc2)C(=NCc2ccc(OC)cc2)N[C@H]1c1ccc(Br)cc1	.	.	6%	-1%	.	0%	-3%	0	4	.	-1.6%
COc1ccccc1NC(=S)N=Nc1c(O)[nH]c2ccc(Br)cc12	-5	-11	.	2%	-20	12%	4%	0	0	-2%	4.0%
Cc1nnc(-c2ccccc2)nc1N(C)C	-20	-10	-7%	2%	10	-1%	-3%	-1	8	1%	-0.7%
CCOc1ccc(N2C(=O)Nc3ccc(Br)cc3C2(O)C(=O)NC(C)C)cc1 (stereo unspecified)	-5	-17	-8%	4%	20	5%	.	1	2	7%	0.1%
CC1=NN(c2nc(-c3ccccc3)cs2)C(=O)C1N=Nc1ccccc1 (stereo unspecified)	-4	3	?	-1%	?	17%	5%	1	-2	1%	-0.2%
O=C(c1ccco1)N1CCN(C(=O)c2cc(-c3ccccn3)nc3ccc(Cl)cc23)CC1	-8	-7	?	1%	-13	-1%	?	-13	1	-1%	-0.1%
Cc1ccc(-n2nnc3c(=O)oc4ccccc4c32)cc1	12	16	.	1%	7	-2%	-13%	.	2	-1%	-0.4%
COc1cc(C(=O)Nc2nc3ccc(S(=O)(=O)N4CCOCC4)cc3s2)cc(OC)c1OC	13	2	?	-2%	-10	16%	-6%	-3	6	-6%	-0.3%
O=C(COc1ncnc2ccccc12)Nc1ccc(Cl)c(S(=O)(=O)N2CCOCC2)c1	7	6	.	4%	4	3%	8%	-2	4	-4%	0.2%
CC(C)OP(=O)(OC(C)C)C(Nc1ccc([N+](=O)[O-])cc1)c1cccc([N+](=O)[O-])c1 (stereo unspecified)	-1	-20	.	1%	-3	-2%	1%	-3	-2	0%	0.2%
CCCCCC(=O)N/N=C(\C)c1ccc(N2CCCCC2)cc1	-3	3	-13%	-4%	-4	7%	-19%	10	-3	3%	-0.2%
CC(C)CCn1c(SCC(=O)OCn2nnc3ccccc3c2=O)nc2ccccc2c1=O	-17	-13	-9%	0%	-18	4%	0%	26	-1	-4%	-0.4%
COc1cccc(-c2nnc(NC(=O)Cc3cccs3)s2)c1	10	-23	9%	1%	0	17%	-18%	-4	-3	1%	0.2%
O=C(O)CN=C1NC2(CCCCC2)Cc2ccccc21	-4	-13	2%	-2%	7	-1%	-1%	0	5	-2%	0.1%
CCc1ccccc1NS(=O)(=O)c1cc(C)ccc1OC	-2	12	-20%	-1%	-12	0%	1%	6	0	-2%	-0.1%
COCCSc1nnc(NC(=O)CSCc2ccccc2)s1	-16	-2	14%	1%	15	-8%	1%	2	0	-1%	0.0%
Cc1cc(C(=O)NCC(=O)OCC(=O)NCCc2ccccc2)ccc1[N+](=O)[O-]	8	-5	8%	0%	-20	-6%	0%	0	4	-1%	-0.6%
CCOC(=O)N1CCN(C(=O)CNC(=O)Cn2cnc3ccccc3c2=O)CC1	3	-10	14%	-2%	-16	0%	-1%	2	2	0%	0.2%
CN(C)c1nc(=Nc2cccc(Cl)c2)ss1	-14	18	?	-3%	?	?	-14%	19	-1	-1%	?
N#CCCN(C(=O)COC(=O)C1CCN(S(=O)(=O)c2cccs2)CC1)c1ccccc1	-4	5	1%	1%	-8	-2%	8%	2	0	-2%	-0.3%
CCn1ncc(CNC(=O)C2(C)CC2(Br)Br)c1C (stereo unspecified)	1	-3	-1%	3%	-14	6%	0%	1	2	1%	-1.5%
Cc1cc(NC(=O)CSc2nnc(-c3ccccc3)n2Cc2ccco2)no1	-1	-2	?	0%	-24	-2%	-12%	2	-1	3%	-2.1%
CC(C)(O)C(=O)NNC(=S)Nc1cccc(C(F)(F)F)c1	-10	-94*	-2%	0%	-23	1%	-7%	1	5	-1%	-0.4%
COCCN(C(=O)CSc1nnc(-c2ccccc2OC)o1)c1c(N)n(CC(C)C)c(=O)[nH]c1=O	22	9	.	0%	16	.	.	-4	.	.	0.1%
COc1ccc(CC2(CO)CCN(S(=O)(=O)c3c(C)nn(C)c3Cl)CC2)cc1	1	6	3%	0%	-19	-3%	-7%	17	7	7%	-0.3%
Cc1ccc(CNC(=O)c2ccc(N3CCC4(CC3)CC(c3cccc(Br)c3)=NO4)c(NC(=O)c3ccc(Br)cc3)c2)cc1	2	-10	.	2%	-16	.	.	.	.	.	-0.8%
CCC1CCCCN1C(=O)Cn1c(C(=O)OC)cc2sc(Cl)cc21 (stereo unspecified)	2	2	-11%	1%	0	12%	-4%	16	-2	1%	-0.4%
CCOC(=O)C1=C(COC(=O)CCCOc2ccccc2)NC(=O)NC1C (stereo unspecified)	-8	-10	.	4%	-2	.	.	2	.	.	-0.5%
O=C(Nc1ccccc1Cl)c1cc(S(=O)(=O)N2CCOCC2)cs1	1	-8	?	6%	6	8%	6%	3	6	2%	-0.5%
Cc1cccc(Oc2ccc(N)cc2)c1	-2	-4	-5%	7%	5	10%	1%	-2	1	-1%	-0.3%
Cc1c(NC(=O)c2cc(-c3cccs3)nc3ccccc23)c(=O)n(-c2ccccc2)n1C	8	16	-2%	2%	2	7%	5%	1	2	1%	-0.7%
O=C(CN1CCN(c2cccc(Cl)c2)CC1)Nc1ccc(S(=O)(=O)N2CCOCC2)cc1	9	3	.	-8%	-27	10%	-2%	9	.	7%	-0.4%
Cn1c(NCC2CCCO2)nc2c1c(=O)n(Cc1ccccc1)c(=O)n2C (stereo unspecified)	6	-2	-7%	2%	4	4%	1%	3	1	1%	-0.5%
O=C(O)CCSc1ccccn1	19	1	26%	2%	4	-3%	0%	1	-1	-2%	-0.7%

A portion of the library; count on the stated rates, not on these rows.
